Mdm2 MdmX PPI: disrupts the human Mdm2-MdmX interaction. 3% of 330,000 active. SaOS-2 split-luciferase Mdm2/MdmX complementation, luminescence. inhibition, % at 8 µM;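 active = inhibition of at least 50% at 8 µM in the primary screen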
Target sequence (O15151 whole entry, looked up): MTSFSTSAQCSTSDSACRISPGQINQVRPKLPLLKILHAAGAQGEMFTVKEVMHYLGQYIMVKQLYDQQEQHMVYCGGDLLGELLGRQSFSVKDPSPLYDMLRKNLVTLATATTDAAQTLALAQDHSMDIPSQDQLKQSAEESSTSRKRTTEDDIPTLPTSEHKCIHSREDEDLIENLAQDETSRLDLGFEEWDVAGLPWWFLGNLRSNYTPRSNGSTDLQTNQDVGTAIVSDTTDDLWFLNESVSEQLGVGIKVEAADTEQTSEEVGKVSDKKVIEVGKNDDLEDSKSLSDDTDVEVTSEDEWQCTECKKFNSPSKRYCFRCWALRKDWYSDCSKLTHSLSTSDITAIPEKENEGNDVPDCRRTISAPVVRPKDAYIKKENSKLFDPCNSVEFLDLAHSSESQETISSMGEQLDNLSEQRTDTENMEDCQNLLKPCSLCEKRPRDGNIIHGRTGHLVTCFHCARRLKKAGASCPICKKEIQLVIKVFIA
Target sequence (Q00987 whole entry, looked up): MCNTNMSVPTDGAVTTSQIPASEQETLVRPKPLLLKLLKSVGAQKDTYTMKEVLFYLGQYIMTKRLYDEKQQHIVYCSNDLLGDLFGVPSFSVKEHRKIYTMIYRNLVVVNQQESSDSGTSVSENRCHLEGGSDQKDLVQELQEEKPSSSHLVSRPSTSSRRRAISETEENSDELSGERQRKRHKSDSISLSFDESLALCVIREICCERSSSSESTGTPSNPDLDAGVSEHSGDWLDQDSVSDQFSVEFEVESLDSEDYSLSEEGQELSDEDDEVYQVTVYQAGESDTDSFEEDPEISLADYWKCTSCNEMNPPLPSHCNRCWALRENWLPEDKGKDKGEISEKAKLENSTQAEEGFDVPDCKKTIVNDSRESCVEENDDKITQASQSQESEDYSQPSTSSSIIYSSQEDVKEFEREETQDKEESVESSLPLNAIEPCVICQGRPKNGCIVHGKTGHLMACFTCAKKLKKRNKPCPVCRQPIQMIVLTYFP
TIM10 inh: TIM10 yeast growth inhibition | S. cerevisiae TIM10 strain growth, BacTiter-Glo luminescence, 24 h | inhibition, % at 10 µM | 1.4% of 330,000 active | AID 463195;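 active = inhibition of 40% or more at the single tested concentration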;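 also: wild-type TIM10 isogenic control strain grown at permissive 25 °C; 0% = DMSO yeast wells and 100% = minimal medium wells without yeast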
UPR XBP1 act: adaptive UPR (XBP1) activation; 0.33% of 330,000 active; AID 463104; CHO-XBP1 luciferase reporter, IRE1-XBP1 UPR activation, luminescence; percent of tunicamycin response, DMSO as zero; activation, % at 20 µM;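 active = versus positive control, 20 µM dose yields 30% or more activation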;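 also: 100% = tunicamycin at 10 µg/mL and 0% = DMSO only wells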
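Test system: CHO-XBP1 luciferase reporter cells | Buffer or medium: Serum-containing F12 medium, 10% FBS | Schedule: 6 h compound exposure at 37 °C, 5% CO2 | Detection: Steady-Glo luciferase glow luminescence, 10 min after reagent addition | Read-out basis: Activation, % of tunicamycin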
tim23-1 inh: tim23-1 yeast growth inhibition | S. cerevisiae tim23-1 growth, BacTiter-Glo luminescence, 24 h | inhibition, % at 20 µM | 1.3% of 330,000 active | AID 463212;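 active = growth inhibition of the mutant yeast at or above 50%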;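 also: temperature-sensitive mutant grown at 25 °C; plate controls were DMSO-treated mutant yeast for no effect and medium wells lacking yeast for full effect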
tim10-1 inh: tim10-1 yeast growth inhibition; AID 463190; S. cerevisiae tim10-1 ts strain growth, BacTiter-Glo, 24 h; 2.2% of 330,000 active; inhibition, % at 20 µM;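 active = inhibition of at least 40%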;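 also: mutant grown at 25 °C; 0% = DMSO wells with yeast and 100% = wells holding no yeast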
697 NFkB inh: inhibitors of the PMA/ionomycin-induced NF-kB reporter in 697 B cells; 697 B-cell NF-kB luciferase reporter, 16 h; inhibition, % at 4 µM; 0.33% of 330,000 active; AID 435022; in the data active = inhibition above about 35%
Jurkat NFkB inh: inhibitors of the PMA/ionomycin-induced NF-kB reporter in Jurkat cells | PMA/ionomycin-induced NF-kB luciferase reporter, luminescence | inhibition, % at 4 µM | 0.53% of 330,000 active; in the data active = inhibition above about 50%
CHOP UPR activ: activators of apoptotic arm of unfolded protein response (CHOP) | CHO-CHOP luciferase reporter, UPR activation, luminescence; percent of tunicamycin response over DMSO baseline | activation, % at 10 µM | 0.34% of 330,000 active | AID 449763;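 active = at 10 µM dose, activation of 40% or more, normalized to positive control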;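 also: 100% = tunicamycin at 10 µg/mL and 0% = DMSO alone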
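Assay system: CHO-CHOP cells, stable luciferase reporter of PERK-eIF2a-CHOP signalling / Buffer or medium: F12 plus 10% serum / Compound dosing: one dose, 10 µM in 0.5% DMSO / Times: 6 h compound treatment, 37 °C / Technique: luciferase luminescence / Read-out: % reporter activation, DMSO baseline versus tunicamycin full activation / Benchmarks: tunicamycin and DMSO controls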
An asterisk follows results filed as active.

SMILES | Mdm2 MdmX PPI | TIM10 inh | UPR XBP1 act | tim23-1 inh | tim10-1 inh | 697 NFkB inh | Jurkat NFkB inh | CHOP UPR activ
CC(C)(C)C(=O)Nc1nc2c(s1)COc1ccccc1-2 | 12.2 | 16.1 | 6.7 | 27.8 | 17.3 | -27.2 | -11.6 | 4.9
COCCNC(=S)N(Cc1cc2cc(C)ccc2n2nnnc12)C1CCCC1 | 19.1 | -4.2 | 2.6 | -6.7 | -8.9 | -2.9 | 1.6 | -1.8
CC(=O)N(CN1C(=O)c2ccccc2C1=O)c1ccccc1 | 10.1 | 9.7 | -1.9 | 5.7 | 18.4 | 12.0 | 3.0 | 0.4
Cc1c(NC(=O)c2c(F)cccc2F)c(=O)n(-c2ccccc2)n1C | -5.4 | 3.1 | -4.3 | -8.9 | -21.4 | 21.1 | 3.1 | -0.8
CCOC(=O)C1=C(CS(=O)(=O)c2ccc(Cl)cc2)NC(=O)NC1c1ccc(O)c(OC)c1 (stereo unspecified) | 2.6 | 0.0 | -1.1 | 0.8 | 7.2 | -15.4 | -1.7 | -3.4
COc1ccc(CC(=O)Nc2ccc(-c3nnc(-c4ccccc4)o3)cc2)cc1 | 23.2 | -21.3 | 7.2 | -26.3 | -20.5 | -64.1 | -20.8 | 3.5
Cn1c2ccc(Br)cc2c2nnc(SCC(=O)O)nc21 | 20.9 | 59.9* | 2.1 | 28.1 | 31.2 | -16.2 | -18.4 | 1.7
O=C(CCNc1n[nH]c(=O)[nH]c1=O)N/N=C\c1ccc(Br)cc1 | 9.2 | 4.8 | -2.3 | -4.8 | 7.0 | 14.6 | 5.2 | 0.3
CC1CC(=O)N(c2ccc(NCc3ccc(Cl)cc3)c([N+](=O)[O-])c2)C1=O (stereo unspecified) | 11.6 | 0.5 | -5.6 | -10.3 | 5.6 | -5.9 | -1.0 | -2.2
COc1cccc(OCC(=O)Nc2cc(NC(=O)COc3cccc(OC)c3)cc(C(=O)O)c2)c1 | 18.3 | 0.4 | 0.6 | 5.1 | -2.6 | 7.7 | 12.5 | 0.0
CCOC(=O)Cc1csc(-n2sc3ccccc3c2=O)n1 | -0.3 | 3.3 | -0.2 | 26.4 | 9.1 | -33.7 | -8.5 | 5.2
COC(=O)c1ccccc1N=Nc1c(N)[nH][nH]c1=O | 8.3 | -7.4 | -2.2 | 12.6 | 3.5 | 8.6 | 5.7 | -1.7
CC(C)=NOC(=O)c1c(C)noc1-c1snnc1C | -10.7 | -16.8 | -0.9 | 16.1 | 0.8 | 6.0 | -2.7 | 2.6
Cc1ccnc(NS(=O)(=O)c2ccc(NC(=O)CCS(=O)(=O)c3ccccc3)cc2)n1 | -18.7 | 3.4 | -0.2 | 5.8 | 1.9 | -4.1 | -0.1 | 1.1
COC(=O)c1c(NC(=O)C(=O)NCCCN2CCOCC2)sc2c1CC(C)(C)OC2 | 8.9 | 2.7 | -2.9 | 5.8 | 6.8 | -13.7 | 3.7 | -0.2
CCCN1CC23C=CC(O2)C(C(=O)O)C3C1=O (stereo unspecified) | 6.1 | 5.4 | -1.5 | 3.4 | 18.8 | -4.1 | 6.7 | 0.5
Cn1cccc1C(=O)NC(=O)COC(=O)CNC(=O)CNC(=O)c1ccc(Cl)cc1Cl | 9.1 | -4.0 | 0.7 | -1.8 | -11.9 | 11.7 | -4.7 | 0.6
CCOC(=O)N1CCC(N(CCN(C)C)C(=S)Nc2ccc(Oc3ccccc3)cc2)CC1 | -2.5 | 11.2 | -4.6 | 14.8 | 5.6 | -16.6 | -6.7 | -0.7
CCN(CC)C(=O)CCc1nnc(Cc2cccc(C(F)(F)F)c2)o1 | -41.8 | 8.4 | -3.9 | -0.1 | 6.5 | -61.1 | -77.9 | 4.6
O=C(O)c1ccc(OCCn2ccnc2)cc1 | 1.5 | 4.4 | -7.0 | 2.9 | -5.4 | -6.9 | 0.4 | -0.4
O=C1c2cc(Cl)ccc2OC2(CCNCC2)C12CC(c1ccccc1)=NO2 (stereo unspecified) | 45.0 | 3.1 | -1.3 | 3.9 | 2.9 | 10.1 | 9.9 | -2.4
COc1ccc([N+](=O)[O-])cc1NC(=O)C1CCCO1 (stereo unspecified) | -10.9 | -8.6 | 0.2 | 6.6 | -5.4 | 20.5 | 14.3 | -0.4
COc1ccccc1-c1n[nH]c(=S)o1 | 32.1 | 9.7 | -1.8 | 15.0 | 23.5 | 14.8 | 3.5 | -0.4
O=C(Cc1ccc(Cl)cc1)Nc1nc2ccccc2[nH]1 | 18.1 | 2.3 | 10.5 | 5.5 | 3.6 | -21.7 | -14.2 | 4.6
O=C(O)C/C(=C\c1cc(Br)cs1)c1nc2ccccc2o1 | 14.7 | 5.2 | 1.8 | 21.4 | -2.3 | -1.7 | -16.5 | 2.2
Cc1ccc2nc(N3C(=O)C(O)=C(C(=O)c4ccco4)C3c3cccs3)sc2c1 (stereo unspecified) | -79.4 | 9.9 | 3.2 | 30.5 | 5.2 | -236.7 | -89.0 | 2.7
COc1cc2sc3ccc(C#CC4(O)CCCCC4)cc3c(=O)c2cc1OC | 31.1 | 25.5 | -3.5 | 32.6 | 34.5 | -332.0 | -297.5 | 2.2
O=C1CCCN1c1ccc(S(=O)(=O)NCCOc2ccccc2)cc1 | 2.0 | -3.4 | -1.2 | 9.2 | 12.2 | -17.6 | 6.3 | 0.7
Cc1[nH]c(=O)c(C#N)c2c1CSC(C)(C)C2 | 9.2 | -1.8 | 1.7 | -4.4 | 8.5 | -11.2 | 10.5 | -0.2
O=C(O)c1ccc(CNC(=O)c2ccc3c(c2)C(=O)N(Cc2cccnc2)C3=O)cc1 | -16.6 | 3.4 | -0.3 | 0.4 | -12.1 | -11.8 | 5.0 | -2.0
Cn1c(-c2cccc(Br)c2)n[nH]c1=O | 15.7 | -6.0 | -3.4 | 13.2 | 9.0 | 5.2 | 6.5 | -1.8
CC(Oc1ccc(-n2cnnn2)cc1)C(=O)O (stereo unspecified) | -8.9 | -0.3 | 1.6 | -1.8 | 1.8 | 15.0 | -17.9 | -1.4
COc1ccc(-n2c(COc3ccc(C)cc3)nnc2SCC(=O)O)cc1 | -4.2 | 6.3 | -3.2 | 14.2 | 19.1 | -0.3 | 15.4 | 7.9
Cc1ccc(S(=O)(=O)N2CCCC2C(=O)NC2=NCCS2)cc1 (stereo unspecified) | 16.9 | -14.7 | 0.4 | 8.0 | 3.7 | 21.5 | -7.5 | -1.8
CCOC(=O)c1ccc(NC(=S)N2CCN(C(=O)C3CCCO3)CC2)cc1 (stereo unspecified) | 3.7 | 3.9 | -6.1 | 13.6 | -0.5 | 15.0 | 3.3 | -0.3
COc1ccc(S(=O)(=O)N(CC(=O)N2CCOCC2)Cc2ccccc2)cc1C | -29.7 | 18.9 | -1.2 | 24.6 | 13.3 | -6.6 | -12.8 | 1.4
CCOC(=O)N1CCN(CC(=O)Nc2ccc(OC)cc2)CC1 | -14.2 | -13.0 | 0.4 | -4.4 | 8.0 | 3.8 | -9.5 | -1.3
COc1cccc(NC(=O)Nc2cc(C(=O)O)ccc2C)c1 | -4.9 | 8.3 | 0.5 | 20.9 | 15.3 | 0.7 | -8.3 | -0.5
CN(C)C(=O)c1cc(F)ccc1Sc1cc(Cl)ccc1Cl | -14.9 | 15.0 | -1.2 | 21.9 | 23.2 | 3.9 | -9.8 | -2.1
Cc1cccc(C(=O)Nc2ccc(NC(=O)CN3CCOCC3)cc2)c1 | -28.0 | 0.8 | 8.6 | 3.6 | -15.9 | 13.8 | 16.8 | 0.9
O=c1c(-c2ccccc2)coc2cc(O)ccc12 | -69.4 | 16.5 | 4.8 | 29.2 | 16.0 | -72.0 | -66.1 | 4.0
COc1ccc(/C=N/NC(=O)C(C)n2cnc3ccccc3c2=O)cc1 (stereo unspecified) | 0.7 | 13.0 | -2.8 | -0.6 | 5.9 | -16.9 | 4.4 | -0.7
C=C(C)Cn1c(COc2ccccc2)nnc1SCC(=O)O | 14.3 | -1.2 | -3.2 | -3.5 | -0.9 | 10.0 | -8.0 | -1.0
Cc1ccc2nc(Cl)c(/C=N/n3c(C)nnc3C)cc2c1 | 11.7 | -6.2 | 0.5 | 7.7 | 11.3 | 6.5 | -15.7 | -1.2
COc1ccccc1C(=O)N(Cc1ccccc1)c1ccc(C)cc1 | 6.2 | -3.5 | -2.5 | 29.8 | 14.2 | 12.7 | -2.7 | -0.9
CC1(C)OC(=O)C(C(c2ccccc2)C(C#N)C(N)=O)=C(O)O1 (stereo unspecified) | 20.9 | -23.5 | -0.8 | 3.6 | 16.2 | 4.7 | 13.9 | 0.4
O=C(O)CN(c1ccc2c(c1)OCCO2)S(=O)(=O)c1ccccc1 | 3.8 | -16.0 | 1.6 | 7.2 | -1.4 | 13.6 | 12.3 | -3.0
CCOC(=O)CSC1=C(C#N)C(c2ccccc2OCC)C(C(=O)OCC)C(=O)N1 (stereo unspecified) | -0.2 | 30.7 | -3.2 | 14.9 | 16.9 | -12.4 | 3.9 | -1.5
COc1ccc(CNC(=O)CSC(=S)N2CCCC2)cc1 | 14.3 | 4.7 | -0.6 | 19.2 | 5.7 | 5.4 | 10.6 | 1.0
O=C(COC(=O)c1cc(S(=O)(=O)N2CCCC2)ccc1O)Nc1ccccc1Br | -27.9 | 1.7 | 0.5 | 12.5 | 26.8 | -26.7 | -36.0 | 1.2
COc1ccc(Cn2c(=O)[nH]c3cc(OC)c(OC)cc3c2=O)cc1 | -2.8 | 9.1 | 0.2 | 2.6 | 14.2 | -3.5 | 7.1 | 0.1
CN1CCN(Cc2nc3cc(NC(=O)COc4ccc([N+](=O)[O-])cc4)ccc3n2C)CC1 | -6.1 | 5.2 | -3.4 | 1.7 | -18.2 | -0.2 | -12.8 | -1.5

A second format for part of the listing above.
> Cc1ccc2nc(N3C(=O)C(O)=C(C(=O)c4ccco4)C3c3cccs3)sc2c1 (stereo unspecified)
- Mdm2 MdmX PPI: -79.4
- TIM10 inh: 9.9
- UPR XBP1 act: 3.2
- tim23-1 inh: 30.5
- tim10-1 inh: 5.2
- 697 NFkB inh: -236.7
- Jurkat NFkB inh: -89.0
- CHOP UPR activ: 2.7

> COc1cc2sc3ccc(C#CC4(O)CCCCC4)cc3c(=O)c2cc1OC
- Mdm2 MdmX PPI: 31.1
- TIM10 inh: 25.5
- UPR XBP1 act: -3.5
- tim23-1 inh: 32.6
- tim10-1 inh: 34.5
- 697 NFkB inh: -332.0
- Jurkat NFkB inh: -297.5
- CHOP UPR activ: 2.2

An excerpt from above in order of molar mass, highest first:
SMILES | Mdm2 MdmX PPI | TIM10 inh | UPR XBP1 act | tim23-1 inh | tim10-1 inh | 697 NFkB inh | Jurkat NFkB inh | CHOP UPR activ
CCOC(=O)C1=C(CS(=O)(=O)c2ccc(Cl)cc2)NC(=O)NC1c1ccc(O)c(OC)c1 (stereo unspecified) | 2.6 | 0.0 | -1.1 | 0.8 | 7.2 | -15.4 | -1.7 | -3.4
COc1cccc(OCC(=O)Nc2cc(NC(=O)COc3cccc(OC)c3)cc(C(=O)O)c2)c1 | 18.3 | 0.4 | 0.6 | 5.1 | -2.6 | 7.7 | 12.5 | 0.0
Cn1cccc1C(=O)NC(=O)COC(=O)CNC(=O)CNC(=O)c1ccc(Cl)cc1Cl | 9.1 | -4.0 | 0.7 | -1.8 | -11.9 | 11.7 | -4.7 | 0.6
O=C1c2cc(Cl)ccc2OC2(CCNCC2)C12CC(c1ccccc1)=NO2 (stereo unspecified) | 45.0 | 3.1 | -1.3 | 3.9 | 2.9 | 10.1 | 9.9 | -2.4
CN(C)C(=O)c1cc(F)ccc1Sc1cc(Cl)ccc1Cl | -14.9 | 15.0 | -1.2 | 21.9 | 23.2 | 3.9 | -9.8 | -2.1
COc1ccccc1C(=O)N(Cc1ccccc1)c1ccc(C)cc1 | 6.2 | -3.5 | -2.5 | 29.8 | 14.2 | 12.7 | -2.7 | -0.9
